Bioassay records from PubChem BioAssay.
Coupling enz – qHTS Assay for Inhibitors of Fructose-1,6-bisphosphate Aldolase from Giardia Lamblia: Coupling assay counterscreen; coupling enzyme system counterscreen, AmpLite Red fluorescence; activity change, negative = inhibition, % at 58.2 µM, hits read low; 290,000 tested, 0.67% active; AID 2472, 2010; in the data active = activity change below about -30%; also: % is scaled to controls: 0 for no effect and ±100 for the full control effect
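Activity here indicates interference with the coupling reaction, not aldolase inhibition. Compounds at 57.5 uM final met coupling enzymes for 10 min at RT; substrate and AmpLite Red detection followed, with a 525/598 nm fluorescence read after 20 min.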
GALK inhibitor – qHTS Assay for Inhibitors of Human Galactokinase (GALK). P51570. Purified GALK, Kinase-Glo residual ATP luminescence. Potency, µM (top dose mostly 57.5 µM), for the others: top-dose activity change, negative = inhibition, most hits filed as inhibitors. 270,000 tested, 0.007% active. AID 1868, 2009; also: potency is read from the fitted curve at half-maximal effect; % is scaled to controls: 0 for no effect and ±100 for the full control effect
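The enzyme phosphorylates galactose (100 uM) using ATP (35 uM); inhibition is detected as higher residual ATP, quantified by bioluminescence after 1 h reaction at room temperature, pH 8.0.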
CXXC DNA block – qHTS Fluorescence Polarization Assay for Inhibitors of MLL CXXC domain - DNA interaction | Histone-lysine N-methyltransferase 2A (Homo sapiens), Q03164 | Potency, µM (series often up to 115 µM), without a hit: at the highest dose activity change, negative = inhibition, most hits filed as inhibitors | AID 2662, 2010 | MLL-CXXC / FITC-HOXA9 DNA fluorescence polarization | 290,000 tested, 0.037% active; active = well fitted inhibition curve with a large enough effect in the polarisation, with a control signal flat, not every such curve was filed as active; inconclusive = small, poorly fitted or top-dose-only effect, or effect the other way, or a change in a side signal; inactive = no such curve, though single readings can be large or run the other way; the % refers to the polarisation; also: potency is read from the fitted curve at half-maximal effect
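Fluorescence polarization: 7 uM MLL-CXXC (stock) preincubated 5 min with compounds, then 50 nM fluorescein-HOX-A9 DNA (stock) added; 30 min ambient. Buffer 50 mM Tris-HCl pH 7.5, 50 mM NaCl, 1 mM DTT, 0.05% BSA.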
AT treatment – qHTS Assay for Identifying a Potential Treatment of Ataxia-Telangiectasia; AID 485349, 2010; 320,000 tested, 0.19% active; Potency, µM (doses to about 57.5 µM), for inactives: at the top dose activation, hits mostly activators; […] A-T fibroblasts, KAP-1 phosphorylation AlphaLISA; neocarzinostatin DNA damage 30 min before lysis; also: potency is read from the fitted curve at half-maximal effect; % of control where 0% means no effect; nearly all actives have a fitted effect of over 45% in size
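ATM-like activity read as KAP-1 phosphorylation via AlphaLISA donor/acceptor antibody pairs after lysis and 6 hr at 25C. Cells were ATM-null patient fibroblasts ([…], hTERT), dosed 60 min, then exposed to the DSB inducer NCS for 30 min.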
Integrin act MD – qHTS for Activators of Integrin-Mediated Alleviation for Muscular Dystrophy. AID 624291, 2012. Potency, µM (highest dose often 38.3 µM), without a hit: top-dose activation, most hits filed as activators. 350,000 tested, 0.064% active. alpha7betagal myoblasts, beta-gal FDG fluorescence, 48 h;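 also: potency is read from the fitted curve at half-maximal effect; 100% = response of the positive control SU9516; nearly all actives have a fitted effect of over 60% in size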
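Alpha7betagal+/- myoblasts (passage 13) were plated 16-24 hr, then exposed to compounds (1:260 dilution of DMSO stock) for 48 hours at 37C. After MPER lysis, β-galactosidase reporter activity was read as FDG fluorescence (ex 480/em 540) after 30 minutes.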
KCNH2 3.1 inh – qHTS for Inhibitors of KCHN2 3.1: Mutant qHTS; U2OS KCNH2 3.1, thallium flux FluxOr; stronger effect = lower value; 340,000 tested, 0.95% active; Potassium voltage-gated channel subfamily H member 2, brain isoform KCNH2 3.1 (human); AID 720553, 2013; activity change, % (tested at about 1.8 µM);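 active = maximum activity change below -70%; inconclusive = maximum activity change from -70% to -50%; inactive = maximum activity change above -50%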;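 also: thallium influx rate constant from kinetic fluorescence after stimulation buffer; % is scaled to controls: 0 for no effect and ±100 for the full control effect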
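U2OS cells transduced with KCNH2 3.1 mutant virus (1.77 x 10^8 /mL, 4 h), plated overnight at 37 C, loaded 45 min with FluxOr dye plus Red40 quencher. Thallium flux rate constant from kinetic reads after stimulation buffer, normalised to controls.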
ASM inhibitor – Inhibitors of Secretory Acid Sphingomyelinase (S-ASM): qHTS; 340,000 tested, 0.006% active; AID 504937, 2011; placental ASM, HMU-PC fluorogenic substrate, 60 min; Sphingomyelin phosphodiesterase (Homo sapiens), P17405; Potency, µM (doses to about 57.5 µM), for inactives: at the highest dose activity change, negative = inhibition, usual class: inhibitors; also: potency is read from the fitted curve at half-maximal effect
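Human placenta-derived ASM preincubated with compound 10 min at room temperature, then reacted with 9 uM (final) fluorogenic HMU-PC substrate for 60 min at 37 C. Stop solution raises pH to 10; fluorescence read at Ex 386/Em 447 nm.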
hERG WT inh – qHTS for Inhibitors of KCHN2 3.1: Wildtype qHTS. Voltage-gated inwardly rectifying potassium channel KCNH2 (Homo sapiens), Q12809. U2OS, BacMam KCNH2, thallium flux FluxOr; stronger effect = lower value. activity change, % at 1.84 µM. 340,000 tested, 0.37% active;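 active = maximum activity change below -70%; inconclusive = maximum activity change between -70% and -50%; inactive = maximum activity change above -50%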; also: % is scaled to controls: 0 for no effect and ±100 for the full control effect
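U2OS cells transduced with wild-type KCNH2 virus are loaded with FluxOr dye for 45 min, and thallium flux is measured in kinetic reads before and after stimulation buffer. Rate constants are normalized to DMSO controls.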
TRPV1 agonist – HTS Assay for Compounds that Act as Agonists of the Vanilloid Receptor 1; 320,000 tested, 0.19% active; AID 540275, 2011; activation, % at 8.33 µM; Transient receptor potential cation channel subfamily V member 1 (Homo sapiens), Q8NER1; TRPV1-expressing cells, Fluo-8 calcium influx, agonist mode; in the data active = activation above about 80%; inconclusive = between about 30% and that limit; also: 0% is about no effect
Target sequence (Q8NER1 whole entry, looked up): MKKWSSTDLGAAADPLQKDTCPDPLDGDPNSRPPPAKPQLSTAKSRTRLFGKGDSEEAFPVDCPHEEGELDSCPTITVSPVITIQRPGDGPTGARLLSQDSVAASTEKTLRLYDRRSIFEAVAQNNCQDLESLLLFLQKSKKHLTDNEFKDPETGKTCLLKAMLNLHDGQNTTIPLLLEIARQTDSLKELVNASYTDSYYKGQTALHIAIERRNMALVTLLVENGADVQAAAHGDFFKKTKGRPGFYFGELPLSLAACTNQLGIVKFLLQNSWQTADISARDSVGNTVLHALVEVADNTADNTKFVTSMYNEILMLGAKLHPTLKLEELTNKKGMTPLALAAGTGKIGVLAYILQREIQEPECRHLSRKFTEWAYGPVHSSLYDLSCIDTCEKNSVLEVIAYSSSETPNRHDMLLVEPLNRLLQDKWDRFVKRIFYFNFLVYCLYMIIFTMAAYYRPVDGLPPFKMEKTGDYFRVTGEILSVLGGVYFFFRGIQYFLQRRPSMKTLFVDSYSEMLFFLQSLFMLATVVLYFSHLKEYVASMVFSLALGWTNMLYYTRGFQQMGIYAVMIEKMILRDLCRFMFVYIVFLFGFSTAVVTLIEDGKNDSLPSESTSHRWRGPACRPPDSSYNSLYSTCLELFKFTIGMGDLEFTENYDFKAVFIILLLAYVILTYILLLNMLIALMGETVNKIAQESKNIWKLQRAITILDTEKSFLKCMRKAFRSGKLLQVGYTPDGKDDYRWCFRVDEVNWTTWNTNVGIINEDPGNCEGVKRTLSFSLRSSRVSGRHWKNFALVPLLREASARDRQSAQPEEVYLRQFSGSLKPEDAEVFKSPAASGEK
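Cells expressing TRPV1 were dye-loaded with Fluo-8 and read kinetically: 10 s baseline, 3 min after compound (agonist portion), then 2 min after EC20 capsaicin (allosteric enhancer portion). Calcium-bound dye fluorescence at 480/520 nm.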
MBNL1 CUG block – qHTS Assay for Inhibitors of MBNL1-poly(CUG) RNA binding; AID 2675, 2010; Potency, µM (titrated, usually from 57.5 µM), without a hit: at the highest dose activity change, negative = inhibition, most hits filed as inhibitors; TR-FRET MBNL1-His/biotin-(CUG)12 binding, 665/545 ratio; 280,000 tested, 0.036% active; Muscleblind-like protein 1 (Homo sapiens), Q9NR56; active = well fitted inhibition curve with a large enough effect in the signal ratio, with a control signal flat, not every such curve was filed as active; inconclusive = small, poorly fitted or top-dose-only effect, or effect the other way, or a change in a side signal; inactive = no such curve, though single readings can be large or run the other way; the % refers to the signal ratio; also: potency is read from the fitted curve at half-maximal effect; % is scaled to controls: 0 for no effect and ±100 for the full control effect
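His-tagged MBNL1 binding to biotinylated (CUG)12 RNA was measured by TR-FRET using terbium anti-His antibody (0.055 ng/ul final) and streptavidin-XL665 (5 nM final). Compounds were titrated 92 nM to 58 uM; 60 min at room temperature.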
Active calls of the source: *; i = inactive; ? = inconclusive; . = not tested or not shown; [ ] = remark or other dose. Unless noted, calls follow the shape of the dose curve; as a rule, active = well fitted curve in the direction sought with a large enough effect; inconclusive = small, poorly fitted or top-dose-only effect, or another doubt; inactive = no such curve, though single readings can be large; an effect the other way counts as inactive or inconclusive. Rows were taken by chance; overall some 2% were active at least once.

SMILES	Coupling enz	GALK inhibitor	CXXC DNA block	AT treatment	Integrin act MD	KCNH2 3.1 inh	ASM inhibitor	hERG WT inh	TRPV1 agonist	MBNL1 CUG block
CCOc1cc(NC(=S)NC)c(OCC)cc1NC(=O)c1ccco1	3	-2%	10%	-18%	20%	5	-3%	0	-4	-21%
O=C(O)c1ccc(/C=N/N2CCN(Cc3cccc4ccccc34)CC2)cc1	9	-1%	3%	-3%	15%	-11	-3%	5	-13	4%
COCCCNC(=O)CCN1N=C(c2ccccc2)CCC1=O	0	11%	2%	-9%	-7%	21	1%	-4	0	-13%
COc1ccc(C2N(S(=O)(=O)c3ccc(C)cc3)CCN2S(=O)(=O)c2ccc(C)cc2)cc1	-1	2%	14%	1%	-19%	-72*	3%	-6	7	3%
CC(=O)N(CCN(C(C)=O)c1ccccc1)c1ccccc1	-2	-3%	-8%	0%	11%	1	0%	1	1	8%
CCc1nnc(NC(=O)CCn2cnc3ccccc3c2=O)s1	0	1%	-4%	-2%	-4%	0	11%	0	-1	-9%
OCC1OC(n2nnc3ccccc32)C(O)C(O)C1O (configuration not stated)	1	1%	-7%	.	-4%	0	1%	-10	9	1%
Cc1ccc(-c2csc(NC(CO)c3nc4ccccc4n3CCOCCO)n2)cc1 (configuration not stated)	.	.	.	.	3%	13	5%	8	.	.
CC(NC(=S)Nc1cccc(C(F)(F)F)c1)C(C)(C)C (configuration not stated)	-4	3%	-5%	-1%	0%	3	-4%	-5	?	2%
COC(=O)c1cccc(-n2cnnn2)c1	3	0%	2%	-4%	10%	-2	2%	-2	3	-2%

3 records drawn at random from those above:
SMILES	Coupling enz	GALK inhibitor	CXXC DNA block	AT treatment	Integrin act MD	KCNH2 3.1 inh	ASM inhibitor	hERG WT inh	TRPV1 agonist	MBNL1 CUG block
Cc1ccc(-c2csc(NC(CO)c3nc4ccccc4n3CCOCCO)n2)cc1 (configuration not stated)	.	.	.	.	3%	13	5%	8	.	.
COC(=O)c1cccc(-n2cnnn2)c1	3	0%	2%	-4%	10%	-2	2%	-2	3	-2%
CC(NC(=S)Nc1cccc(C(F)(F)F)c1)C(C)(C)C (configuration not stated)	-4	3%	-5%	-1%	0%	3	-4%	-5	?	2%

The list goes on:
SMILES	Coupling enz	GALK inhibitor	CXXC DNA block	AT treatment	Integrin act MD	KCNH2 3.1 inh	ASM inhibitor	hERG WT inh	TRPV1 agonist	MBNL1 CUG block
O=S(=O)(NCCC1=CCCCC1)c1ccccc1Cl	.	.	.	5%	-4%	0	-5%	-4	10	.
COCCCNC(=O)C1CCCN(C(=O)Nc2ccc(OC)cc2)C1 (configuration not stated)	2	0%	0%	3%	-4%[7.66 µM]	-4	4%	-7	-1	3%
Fc1ccc(-c2nnn(Cc3ccc(F)cc3Cl)n2)cc1	0	1%	5%	12%	?	-18	-3%	-15	14	9%
CCn1c(SCC(=O)O)nc2ccccc21	0	0%	-2%	-2%	10%	31	6%	11	1	-16%
O=C(O)CCCC1(C(=O)O)CCCC1	.	.	.	.	12%	-7	1%	-3	.	.
C/C=C(/C)C(=O)O[C@@H]1c2c(ccc3ccc(=O)oc23)OC(C)(C)[C@@H]1OC(C)=O	.	.	.	5%	20%	-3	5%	1	.	.
O=C(C1CCN(Cc2nc(-c3ccc(Cl)cc3)no2)CC1)N1CCOCC1	2	0%	-10%	12%	0%	3	-1%	3	28	-12%
COC(=O)CSc1snnc1-c1ccc(Cl)c(Cl)c1	4	3%	-4%	0%	-5%	-2	-2%	-6	15	-16%
Nc1cc(C(=O)OCC(=O)N2CCC(Cc3ccccc3)CC2)ccc1Cl	.	.	.	-14%	20%	-22	-1%	1	27	.
Cc1ccccc1OCC(O)CN1CCN(c2ccc(Cl)cc2)CC1 (configuration not stated)	0	-3%	13%	18%	-5%	?	-1%	-16	-3	8%

Compound profiles (already shown):
COC(=O)CSc1snnc1-c1ccc(Cl)c(Cl)c1 is listed with Coupling enz: 4; GALK inhibitor: 3%; CXXC DNA block: -4%; AT treatment: 0%; Integrin act MD: -5%; KCNH2 3.1 inh: -2; ASM inhibitor: -2%; hERG WT inh: -6; TRPV1 agonist: 15; MBNL1 CUG block: -16%
O=S(=O)(NCCC1=CCCCC1)c1ccccc1Cl is listed with Coupling enz: .; GALK inhibitor: .; CXXC DNA block: .; AT treatment: 5%; Integrin act MD: -4%; KCNH2 3.1 inh: 0; ASM inhibitor: -5%; hERG WT inh: -4; TRPV1 agonist: 10; MBNL1 CUG block: .

Further results follow.
SMILES	Coupling enz	GALK inhibitor	CXXC DNA block	AT treatment	Integrin act MD	KCNH2 3.1 inh	ASM inhibitor	hERG WT inh	TRPV1 agonist	MBNL1 CUG block
Cc1ccc(C2CC(c3cccs3)=NN2C(=O)c2ccco2)o1 (configuration not stated)	1	-3%	-1%	0%	-8%	22	-1%	i	?	9%
O=C(COC(=O)c1ccc(O)cc1O)Nc1ncc(Cl)cc1Cl	.	.	.	2%	7%	5	-3%	-5	5	.
Cc1csc2nc(SCC(=O)Nc3ccccc3F)[nH]c(=O)c12	.	-2%	7%	11%	-30%	15	-4%	-5	2	3%
Cc1c(-c2ccnc3cc(C(=O)O)nn23)cnn1C	-1	-1%	5%	11%	1%	5	.	-8	2	?
Cc1ccc(-n2c(C)nnc2SCC(=O)N2CCc3ccccc3C2)cc1	3	0%	-2%	5%	-16%	3	0%	6	2	-15%
CCOC(=O)C1C(C(C)=O)=C(c2ccccc2)c2ccccc2N1S(=O)(=O)C(F)(F)F (configuration not stated)	9	.	.	-11%	-11%	1	-1%	-11	.	.
COc1ccc(CCNC(=O)c2cn(C)c3ccc(S(=O)(=O)N4CCOCC4)cc3c2=O)cc1OC	.	-4%	-15%	5%	14%	6	1%	1	0	-3%
CCCCN(C)C(=O)Cn1cnc2sc(C)c(S(=O)(=O)N3CCN(c4ccccc4OC)CC3)c2c1=O	1	16%	9%	-5%	31%	-3	-1%	-2	0	-3%
N#CC1=C(N)Oc2n[nH]c(-c3ccc(F)cc3)c2C1c1cccnc1 (configuration not stated)	1	3%	0%	.	11%	-3	3%	-2	-1	-1%
O=C(Nc1cccc(C(=O)NC2CC2)c1)c1ccccc1	.	.	.	.	10%	23	-2%	2	.	.
CC(NC(=O)COC(=O)CC(c1ccccc1)c1ccccc1)c1ccccc1 (configuration not stated)	0	0%	-4%	5%	-25%	6	-1%	0	?	.
CC(C)c1ccc(NC(=O)CNC(=O)Cn2cnc3ccccc3c2=O)cc1	0	1%	0%	4%	0%	-8	-2%	-6	8	-4%
COc1ccc(C(=O)N2CCC(C(=O)O)CC2)cc1	2	-2%	0%	5%	-5%	2	4%	6	0	2%
CC(=O)c1ccc(NC(=S)N2CCN(CCN3C(=O)c4cccc5cccc(c45)C3=O)CC2)cc1	4	0%	5%	7%	32%	-10	8%	2	-4	28%
CC(/C=N/NC(=O)c1ccccc1C)=C\c1ccccc1	.	.	.	.	35%	-5	-2%	6	.	.
Cc1ccc2cn[nH]c2c1N	-6	7%	3%	-2%	7%	6	-3%	i	1	-8%
CCc1ccc(C(=O)CCC2CCCCC2=O)cc1 (configuration not stated)	0	2%	2%	.	-4%	0	-2%	6	?	0%
CCC(=O)c1cn(CC(=O)NCc2ccco2)c2ccccc12	-2	-2%	-8%	.	4%	5	1%	4	0	-12%
O=C(OCCN1CCCCC1)c1ccccc1Cl	3	-1%	7%	.	9%	4	-2%	25	0	-11%
CCN(CC(=O)Nc1c(F)cccc1F)C(=O)c1ccc(N2CCCC2=O)cc1	.	.	.	-4%	16%	24	2%	1	2	.
O=C(NC1CCN(c2ncccn2)CC1)c1ccccc1F	5	.	19%	7%	5%	0	-1%	-17	-1	-5%
CC(C)OC(=O)CC1C(=O)NCCN1C(=S)NC(=O)c1ccc(F)cc1 (configuration not stated)	-1	0%	-15%	4%	8%	.	1%	11	4	-23%
Cc1ccc(CNC(=O)c2ccc(CS(=O)Cc3ccccc3Cl)o2)cc1 (configuration not stated)	.	-8%	-9%	-12%	?	5	3%	-1	2	-3%
